aDG glyco up – alpha-DG glycosylation activation; Pro5-aDG cells, alpha-DG glycosylation AlphaScreen (IIH6); 0% Pro5, 100% B10-LARGE cell signal; 0.22% of 360,000 active; activation, % at 10 µM;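 active means activation of at least 8% versus controls, or a plate z-score of at least 8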;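 further: Pro5 are CHO cells carrying HIG-tagged alpha-DG that lacks glycosylation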
CF NFkB inh – blocks PAF-induced NF-kB reporter in cystic fibrosis cells; KKLEB NF-kB-GFP reporter, GFP fluorescence overnight; inhibition, % at 5 µM; 0.86% of 360,000 active;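 active means at least 50% inhibition at 5 µM, scaled per plate between neutral and stimulator controls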;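 further: PAF is a Pseudomonas aeruginosa culture filtrate used as stimulus; plate controls were PAF-stimulated DMSO wells for no effect and unstimulated DMSO wells for full effect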
KKLEB cytotox – counter-screen for CF NF-kB inhibitors: cytotoxicity. activity change (cytotoxicity), % at 5 µM. 0.36% of 360,000 active. KKLEB CF airway cells viability, ATPlite luminescence, overnight; hits give low values; cells stimulated with P. aeruginosa culture filtrate;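 active means corrected activity change at or below -50% at 5 µM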
NR2E3 ag-1 – activates human photoreceptor nuclear receptor NR2E3 | 0.12% of 320,000 active | Q9Y5X4 | inhibition of corepressor binding, % at 4.78 µM | AID 2300 | GST-NR2E3/biotin-RetCOR TR-FRET, 1536-well;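 active means percent inhibition above the cutoff of mean plus 3 SD of all tested compounds, set per screening campaign, cut at about 20% in these data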;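 further: 0% = DMSO wells and 100% = biotin wells as full block of FRET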
Target sequence (Q9Y5X4 whole entry, looked up): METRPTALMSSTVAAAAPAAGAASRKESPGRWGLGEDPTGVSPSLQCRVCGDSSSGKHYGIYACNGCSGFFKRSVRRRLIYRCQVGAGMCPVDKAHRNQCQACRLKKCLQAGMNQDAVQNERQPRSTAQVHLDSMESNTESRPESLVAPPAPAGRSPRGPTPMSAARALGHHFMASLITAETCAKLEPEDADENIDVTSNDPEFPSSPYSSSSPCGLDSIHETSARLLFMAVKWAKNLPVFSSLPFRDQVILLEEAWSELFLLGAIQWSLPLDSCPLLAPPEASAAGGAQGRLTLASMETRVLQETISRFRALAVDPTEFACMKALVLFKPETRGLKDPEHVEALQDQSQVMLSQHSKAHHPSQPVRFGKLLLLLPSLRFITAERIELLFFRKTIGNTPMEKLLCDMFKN
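Material: NR2E3–RetCOR corepressor complex / Incubation: Compound–protein incubation for 5 h at 4 °C / Dosing: compound at 4.8 µM, single dose / Detection: time-resolved FRET / Benchmarks: high control biotin, low control 0.6% DMSO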
Shn3 3UTR inh – reduces Shn3 3'UTR luciferase signal in osteoblasts | inhibition, % at 12.5 µM | Clone20 osteoblast Shn3 3'UTR firefly luciferase, 24 h | 0.52% of 360,000 active;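 active means mean inhibition of at least 75% with every replicate also reaching 75%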;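 further: 0% = median of neutral control wells and 100% = pilot-screen positive control compound; some compounds past the cut are filed as inactive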
Peg3 prom inh – inhibitors of Peg3 promoter | 1.7% of 360,000 active | HeLa PEG-Prom luciferase reporter, luminescence, overnight | inhibition, % at 20 µM | AID 588405;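 active means inhibition of at least 50% at 20 µM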
TWEAK Fn14 block – TWEAK-Fn14 signaling inhibition; TWEAK-stimulated Fn14 reporter cells, luciferase luminescence, 8 h; inhibition, % at 10 µM; 2% of 360,000 active; AID 1159606; in the data active means inhibition above about 50%
hiPSC survival – enhancers of human iPSC single-cell survival; hiPSC single-cell survival, ATPlite luminescence; 100% = ROCK inhibitor wells, 0% = DMSO; survival enhancement, % at 20 µM; 0.044% of 360,000 active; AID 602274; in the data active means survival enhancement above about 18%;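 further: cells exposed to compounds for 16 hours before the ATP read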
MITF TRPM1 inh – reduces MITF-dependent TRPM1 promoter luciferase signal; SK-MEL-5 TRPM1 promoter luciferase, 24 h; inhibition, % at 12.5 µM; 0.83% of 330,000 active; AID 488899;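 active means mean inhibition across replicates of 60% or more, whatever share of single replicates reaches that level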; further: values of inactives mirror those of a sister screen read the other way
HIF-2a inh – blocks HIF-2a reporter activity | 786-0 RCC cells HIF-2a reporter, luciferase luminescence, overnight | inhibition, % at 18.8 µM | 0.72% of 360,000 active | AID 624352;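 active means inhibition of the luminescence signal of 40% or more relative to plate controls, in a single-dose primary screen at 18.75 µM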
NR2E3 ag-2 – human photoreceptor-specific nuclear receptor agonism; inhibition of corepressor binding, % at 3.98 µM; CHO-S Gal4-NCOR/VP16-NR2E3 two-hybrid, luciferase; 0.35% of 360,000 active; AID 602229; Q9Y5X4;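 active means inhibition above the mean of all tested compounds plus 3 SD, cut at about 70% in these data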;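 further: 0% = DMSO with NR2E3 transfected cells and 100% = cells lacking NR2E3 construct; higher means lower luciferase signal from less NR2E3 corepressor binding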
* marks the source's active call; other numbers are inactive results; . = not tested or not shown.

no.	mol	aDG glyco up	CF NFkB inh	KKLEB cytotox	NR2E3 ag-1	Shn3 3UTR inh	Peg3 prom inh	TWEAK Fn14 block	hiPSC survival	MITF TRPM1 inh	HIF-2a inh	NR2E3 ag-2
1	Cc1sc(NC(=O)CSc2nnc(N)s2)c(C#N)c1C	0.1	-31	-1	0	6	-27	14	-0.5	5	-11	-7
2	O=C1CCC(=O)N1OCCCOc1ccccc1	0.3	14	2	-3	-11	-1	0	-2.5	2	18	-11
3	Cc1occc1C(=O)Nc1cc(C(F)(F)F)ccc1Cl	-0.1	-13	5	-1	3	-14	-3	-2.7	4	-5	-6
4	N=c1ccn2c(n1)O[C@H]1[C@H](O)[C@@H](CO)O[C@H]12	0.0	12	-3	.	76	34	-14	-0.9	6	-3	9
5	O=C(Cc1ccccc1[N+](=O)[O-])NC1CCN(Cc2ccccc2)CC1	-0.2	-10	-3	1	-22	7	2	1.5	13	21	-8
6	COc1ccccc1C1SCCN1S(=O)(=O)c1ccccc1 (stereo not given)	0.0	18	6	.	-13	11	7	1.4	.	6	-27
7	O=S(=O)(c1ccc(F)cc1)N1CCN(c2ccccc2)CC1	-0.2	10	0	2	3	-4	1	2.4	0	8	-25
8	COc1ccc(NC(=O)C2CCCN(S(=O)(=O)c3ccccc3)C2)c(OC)c1 (stereo not given)	0.2	2	16	2	-1	-3	-18	-0.4	5	5	-12
9	O=C(COn1nnc2ccc(C(F)(F)F)cc21)Nc1nnc(-c2ccccc2)o1	-0.3	7	-5	1	-2	-1	1	1.0	14	16	-24
10	CC1CCC2C(=O)N(c3ccccc3OC(=O)c3ccccc3)C(=O)C2C1 (stereo not given)	1.4	4	9	1	1	0	3	1.0	-3	13	-6
11	CC(=O)Nc1ccc(NC(=O)C(C)OC(=O)C(C)SCC(=O)Nc2ccc(F)cc2)cc1 (stereo not given)	0.1	19	-3	-1	13	5	-29	-0.1	6	-6	-15
12	CCOC(=O)C(c1nc2ccccc2[nH]1)n1c(-c2ccccn2)nc2ccccc21 (stereo not given)	0.1	-39	23	.	-20	-183	13	-2.0	.	-200	-98
13	Cc1cc(C)nc(SCC(=O)N/N=C/c2cccn2-c2ccc(O)cc2)n1	-0.3	-9	-6	-2	5	0	-10	0.5	6	12	10
14	c1ccc(NN=C2c3ccccc3-c3ccccc32)cc1	-0.8	-23	23	.	-12	-59	-16	2.5	-10	-119	-42
15	O=C1CNC(=S)N1C(CO)c1ccccc1 (stereo not given)	0.3	16	-1	-3	0	6	-3	0.6	-10	7	-12
16	CCC(=O)NC(c1ccc(C)cc1)c1cc(Cl)c2cccnc2c1O (stereo not given)	0.7	-3	3	.	79	49	29	-2.6	4	2	-21
17	CC(=O)Nc1ccc(S(=O)(=O)NC2(C(F)(F)F)NC(=O)N(Cc3ccccc3)C2=O)cc1 (stereo not given)	-0.1	-1	3	3	-10	9	5	0.2	-2	9	-23
18	COc1ccc(C(=O)c2coc3ccc(O)c(CN4CCCCC4)c23)cc1	0.4	-12	-23	1	25	-6	-17	-2.9	-7	11	4
19	O=[N+]([O-])c1ccc2c(c1)nc1n2CCSC1	-0.2	-8	6	2	-7	-3	7	-0.3	-8	5	-7
20	N#Cc1cc2c(nc1SCc1ccccc1)CCCC2	0.0	1	3	0	8	-23	-14	0.0	-11	-43	0
21	COc1cccc(-c2nnc(SCC3CNC(=O)O3)n2-c2ccc(Cl)cc2)c1 (stereo not given)	-0.1	-1	12	0	0	-6	12	-0.1	-8	2	0
22	C=CCn1c(CCNC(=O)c2cccs2)n[nH]c1=S	0.0	-4	6	-2	4	-1	2	-0.8	4	19	-16
23	COc1ccccc1CCC(=O)Nc1ccc2c(c1)CN(Cc1ccc(C)o1)CC2	-0.2	16	4	-3	-8	-27	5	1.1	2	-18	-17
24	CCOC(=O)N/N=C\c1ccc(OC(=O)c2ccco2)cc1	0.3	-11	12	2	-10	-29	5	0.2	-3	-16	-20
25	CC1=C(C(=O)N2CCCCCC2)CC(CC(=O)NCC2CCCCC2)C(=O)N1CCCN1CCCC1=O (stereo not given)	0.2	.	.	.	.	.	-8	-0.7	.	-8	21
26	CCN(Cc1cnn(C)c1)Cc1nc(C(c2ccccc2)c2ccccc2)no1	-0.1	0	1	-1	2	4	8	2.8	-2	7	1
27	COc1ccc(/C=N/NC(=O)COc2cccc3ccccc23)c(C(=O)O)c1OC	0.1	4	-8	-1	7	2	13	-1.8	7	11	-3
28	Cn1c(=O)c2c(ncn2Cc2cccc(Cl)c2)n(C)c1=O	0.9	-3	-1	-1	37	14	15	-0.2	16	10	0
29	CCOC(=O)NC(=O)c1cn(-c2ccc(OC)cc2)c(=O)[nH]c1=O	1.1	10	-1	-4	-12	17	-1	-0.3	4	11	1
30	OCCC1CN(Cc2cccc3nccnc23)CCN1Cc1ccc(F)c(F)c1 (stereo not given)	-0.2	13	-11	6	-5	15	-6	1.8	-1	16	-17
31	COc1ccc(N2CCc3c(C)nc4c(OC)cccc4c32)cc1	-0.1	-27	-16	1	41	6	-40	-0.6	9	17	-15
32	C/C(=N\NC(=O)CN1CCN(S(=O)(=O)c2ccc(C)cc2)CC1)c1cccnc1	0.0	4	-4	2	2	-7	-18	1.2	5	8	1
33	COc1cccc(N2CC(C(=O)Nc3nnc(SCC(=O)N4CCCC4)s3)CC2=O)c1 (stereo not given)	0.1	1	-3	-1	2	2	7	-0.3	-2	8	-31
34	CNC(=S)N/N=C/c1ccc(N2CCOCC2)s1	2.9	-35	29	-2	14	-17	7	-0.5	2	-39	-17
35	COc1cccc(CNC(=O)CCNC(=O)C2CCN(S(=O)(=O)c3ccc(F)cc3)CC2)c1	-0.1	-7	2	-1	-4	0	-5	-0.1	-1	4	-6
36	COC(=O)c1nn(-c2cccc(Cl)c2)ccc1=O	-0.1	10	-1	7	-32	14	12	-1.7	13	4	-29
37	Cc1ccc(Oc2nc(-c3ccccc3)ncc2S(=O)(=O)c2ccc(C)cc2)cc1	-0.3	36	-31	4	13	6	-2	-2.3	-5	17	-3
38	OCCC1CN(Cc2cccn2-c2ccccn2)CCN1C1CCCCC1 (stereo not given)	0.0	19	-5	-2	-7	1	-3	-1.3	3	9	-3
39	CCC(CC)c1nc(C#N)c(NCc2ccccc2)o1	-0.2	10	-7	0	-10	16	25	0.9	6	13	-24
40	O=C(Cc1ccccc1)Nc1ccccc1C(=O)N1CCCCCC1	0.2	9	-6	2	-33	0	1	-1.0	8	2	7
41	Cc1nnc(SCC(=O)c2ccccc2)n1Cc1ccccc1	-0.1	-16	2	2	11	7	3	4.5	2	13	-12
42	CC1CCCC(NC(=O)c2ccc3c(c2)N(Cc2ccccc2)C(=O)CS3=O)C1C (stereo not given)	0.1	4	-13	1	30	-2	-7	-1.7	.	8	2
43	CC(=O)Nc1ccc(-c2nnc(SCc3ccccc3C#N)n2C)cc1	0.1	11	-7	0	-21	-7	-10	-1.8	-4	4	-33
44	CC(C)CCNC(=O)c1cc(-c2cccs2)nc2ccccc12	-0.3	-30	4	-2	16	15	14	-0.7	5	16	20
45	CCN1C(=O)[C@@H]2[C@@H](c3ccc(-c4ccccc4)cc3)N3CCCC[C@@]3(C(=O)OC)[C@@H]2C1=O	0.3	18	-22	0	-19	18	-18	-4.7	4	4	-31
46	Cc1ccc(S(=O)(=O)N=C2SCCCS2)cc1	-0.1	3	4	1	-23	-2	-18	-2.7	8	7	-11
47	COc1ccc(OC)c(NC(=O)CS(=O)(=O)Cc2nc(-c3ccccc3C)oc2C)c1	5.3	12	-4	-2	-16	7	1	3.0	.	11	-2
48	CCOC(=O)N1CCN(C(=O)c2ccccc2NC(=O)c2ccc(C(C)(C)C)cc2)CC1	-0.5	14	-3	1	18	11	-3	-0.3	-1	7	16
49	COc1ccc(C2C(C#N)=C(/N=C/N3CCN(C)CC3)OC3=C2C(=O)CC(C)(C)C3)cc1OC (stereo not given)	0.1	2	2	1	-19	8	0	-0.3	2	11	-20
50	CC1CCN(C(=O)CSc2nc3c(cnn3-c3ccc(Cl)cc3)c(=O)[nH]2)CC1	-0.3	-12	3	1	-2	4	-1	-0.5	-5	12	-8
51	C=CCOc1ccc(/C=N/NC(=O)C(=O)Nc2ccccn2)cc1OC	0.0	-2	1	1	-27	-12	0	1.0	-9	-13	-13
52	O=[N+]([O-])C1C(c2ccccc2)=NOC1c1ccccc1O (stereo not given)	1.3	16	-1	-1	-9	-21	-11	2.4	-16	-23	-60
53	CCCc1cc(C(=O)Nc2ccc(Cl)cn2)cs1	0.0	-13	-10	.	-85	-176	59*	0.1	-30	-85	-53
54	CCCC(=O)Nc1nc(CC(=O)OCC)cs1	0.0	-3	9	0	4	-5	-13	-0.5	3	-18	-17
55	Cc1ccc(-c2c(C)n([O-])c3c([n+]2=O)CCCCC3)cc1	0.1	1	-1	0	11	11	8	-0.9	1	0	1
56	Cc1cc2nc3c(nc2cc1C)CCCC3	0.1	0	7	-1	-39	-73	-16	-0.8	-13	-119	-39
57	Cc1ccc(OC(C)C(=O)Nc2ccc(F)cc2)c([N+](=O)[O-])n1 (stereo not given)	0.0	5	-10	-1	7	-4	-11	-2.0	-10	-1	-19
58	S=c1[nH]ncn1/N=C/c1ccc(N2CCOCC2)cc1	0.2	-13	-6	-2	-32	-95	19	-2.5	-27	-97	-11
59	CCc1cc(=O)oc2cc(C)cc(OCC(=O)NCC(O)c3ccccc3)c12 (stereo not given)	-0.1	-19	-4	-1	4	6	-17	-0.1	6	3	-3
60	COc1ccc(CCNC(=O)Cn2nc(C)n3nc(-c4ccccc4)cc3c2=O)cc1OC	0.1	-10	16	-1	-9	5	3	-0.1	0	4	16
61	Cc1ccc2nc(SCc3cccc([N+](=O)[O-])c3)nc(C)c2c1	3.6	2	3	-3	-3	-80	-17	9.5	-16	-114	-16
62	Cc1cc(=O)n2c(n1)NC(Nc1cccc(C)c1C)=NC2c1ccc(F)cc1 (stereo not given)	-0.2	-31	8	-2	-5	-2	1	-0.1	.	9	6

Nothing new here: four of the compounds above.
no.	mol	aDG glyco up	CF NFkB inh	KKLEB cytotox	NR2E3 ag-1	Shn3 3UTR inh	Peg3 prom inh	TWEAK Fn14 block	hiPSC survival	MITF TRPM1 inh	HIF-2a inh	NR2E3 ag-2
56	Cc1cc2nc3c(nc2cc1C)CCCC3	0.1	0	7	-1	-39	-73	-16	-0.8	-13	-119	-39
57	Cc1ccc(OC(C)C(=O)Nc2ccc(F)cc2)c([N+](=O)[O-])n1 (stereo not given)	0.0	5	-10	-1	7	-4	-11	-2.0	-10	-1	-19
58	S=c1[nH]ncn1/N=C/c1ccc(N2CCOCC2)cc1	0.2	-13	-6	-2	-32	-95	19	-2.5	-27	-97	-11
59	CCc1cc(=O)oc2cc(C)cc(OCC(=O)NCC(O)c3ccccc3)c12 (stereo not given)	-0.1	-19	-4	-1	4	6	-17	-0.1	6	3	-3

Source: PubChem BioAssay
